# SIAE inh: human SIAE inhibitors, primary screen, biochemical, fluorescence polarization, FP-Rh probe, 1536-well HTS; Sialate O-acetylesterase (Homo sapiens), Q9HAT2; SIAE FP-Rh probe binding; inhibition, % at 9.66 µM; hit rate 0.69% among 370,000; AID 1053197, 2014;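 active = inhibition above a cutoff: mean of compounds within the control limits plus 3 SD of those, cut at about 17% in these data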;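 also: 0% = plate median of compound wells and 100% = probe without SIAE protein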
# UHRF1 MBD2 ctr: UHRF1 methylated DNA binding inhibitors, primary screen, counter-screen for MBD2 inhibitor project, biochemical, TR-FRET, human UHRF1, single concentration. UHRF1 binding to methylated oligo. inhibition, % at 4.4 µM. hit rate 0.75% among 370,000. AID 687016, 2013; in the data active = inhibition above about 21%;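 also: UHRF1 SRA domain binding a hemimethylated CpG hairpin DNA probe; 0% = median of test compound wells and 100% = reference inhibitor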
# Target sequence (Q96T88 whole entry, looked up, the tested form may be a part): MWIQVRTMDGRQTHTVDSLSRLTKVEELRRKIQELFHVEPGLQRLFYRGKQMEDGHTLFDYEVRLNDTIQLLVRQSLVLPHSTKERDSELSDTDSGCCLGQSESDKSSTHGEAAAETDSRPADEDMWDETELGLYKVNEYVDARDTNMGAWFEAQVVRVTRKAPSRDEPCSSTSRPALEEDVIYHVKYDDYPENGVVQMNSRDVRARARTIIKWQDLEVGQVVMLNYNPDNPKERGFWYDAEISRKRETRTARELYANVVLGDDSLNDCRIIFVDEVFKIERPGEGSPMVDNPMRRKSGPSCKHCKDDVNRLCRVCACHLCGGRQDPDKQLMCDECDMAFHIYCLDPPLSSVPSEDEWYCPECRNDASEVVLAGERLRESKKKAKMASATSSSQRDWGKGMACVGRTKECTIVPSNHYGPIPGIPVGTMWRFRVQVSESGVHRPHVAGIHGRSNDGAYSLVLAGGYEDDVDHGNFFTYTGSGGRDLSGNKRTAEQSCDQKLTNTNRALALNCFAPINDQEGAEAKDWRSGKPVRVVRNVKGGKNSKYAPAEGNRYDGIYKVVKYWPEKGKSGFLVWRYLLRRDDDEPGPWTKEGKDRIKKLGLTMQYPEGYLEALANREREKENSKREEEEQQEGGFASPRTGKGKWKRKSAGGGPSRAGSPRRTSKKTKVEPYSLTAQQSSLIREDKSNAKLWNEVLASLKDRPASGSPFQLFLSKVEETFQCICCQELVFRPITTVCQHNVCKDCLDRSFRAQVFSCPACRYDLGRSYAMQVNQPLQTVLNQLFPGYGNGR
# PG9 Ab binder: binders of HIV-1 gp120 antibody PG9, primary screen, biochemical, TR-FRET; HIV-1 gp120 / PG9 antibody interaction; TR-FRET gp120-PG9 antibody binding; inhibition, % at 6.7 µM; hit rate 0.43% among 360,000; in the data active = inhibition above about 8.5%
# Tn7 DDE FP: inhibitors of Tn7 peptide binding to fibrin DD(E), primary screen, biochemical, fluorescence polarization, human fibrin, Tn7 probe; Fibrinogen beta chain (Homo sapiens), P02675; FP displacement of FITC-Tn7 peptide from fibrin DD(E); 0% = median of compound wells per plate; inhibition, % at 8.3 µM; hit rate 0.13% among 370,000; AID 720508, 2013;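 active = inhibition above the mean of compounds falling within the control limits plus 3 SD of them, cut at about 14% in these data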;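 also: 0% = plate median of compound wells and 100% = 10 µM Aha-Tn7 peptide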
#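 Assay system: Human fibrin DD(E) protein | Medium: Tris buffer with calcium and detergent, pH 7.8 | Reagent: 0.1 µM fluorescent Tn7 | Compound dosing: Single point at 8.3 µM | Times: 10 min preincubation, 3 h with tracer, room temperature | Detection: Fluorescence polarization of the labelled Tn7 tracer | Controls: Aha-Tn7 high control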
# HTRA1 inhibitor: HTRA1 serine protease inhibitors, primary screen, biochemical, fluorescence polarization, HTS. hit rate 0.5% among 340,000. inhibition, % at 5.96 µM. recombinant HTRA1, FP-rhodamine activity-based probe. Q92743; in the data active = inhibition above about 36%;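 also: 0% = enzyme with DMSO and 100% = wells lacking enzyme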
# TCR-CD3 inh: inhibitors of human TCR-CD3 interaction, primary screen, biochemical, fluorescence, TAMRA-labeled TCR probe | AID 651800, 2012 | hit rate 0.37% among 360,000 | T-cell receptor (TCR) | inhibition, % at 9.4 µM; in the data active = inhibition above about 19%;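 also: recombinant mutant TCR 2C K166C tagged with TAMRA read by polarization; 0% = receptor in buffer alone and 100% = receptor with positive control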
# LEDGF integ inh: blockers of LEDGF/p75-dependent integrase strand transfer – biochemical, TR-FRET, high throughput, primary screen. AID 743269, 2014. hit rate 0.64% among 370,000. HIV-1 integrase (with human LEDGF/p75). TR-FRET IN-LEDGF/p75 DNA integration, Eu/Cy5. inhibition, % at 3.7 µM;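 active = inhibition above the screen-wide mean plus 3 SD, cut at about 13% in these data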;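 also: signal is the Cy5 over europium emission ratio at 671 and 618 nm; 0% = plate median of compound wells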
# TDP2 absorb: human TDP2 enzyme inhibitors, primary screen, biochemical, epi absorbance, recombinant enzyme; inhibition, % at 12.8 µM; T5PNP hydrolysis, p-nitrophenol absorbance 415 nm; Tyrosyl-DNA phosphodiesterase 2 (Homo sapiens), O95551; hit rate 0.34% among 370,000;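 active = inhibition above the mean of all tested compounds plus 3 SD, set per campaign, cut at about 25% in these data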;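 also: 0% = DMSO with enzyme and 100% = buffer with substrate but no TDP2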
#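 Incubation: 2 h at 37 °C; Test system: recombinant human TDP2; Quantity: enzyme 120 nM; Read-out basis: percent inhibition; Medium: 50 mM Tris-HCl pH 7.5 with Mg2+, KCl, DTT, BSA; Repeats: single replicate; Compound: 12.8 µM single point, 1% DMSO; Signal: epi absorbance; Reagent: 5 mM T5PNP chromogenic substrate; Benchmarks: no-enzyme high, DMSO-plus-enzyme low.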
# mABHD4 FP: ABHD4 inhibitors, primary screen, biochemical, fluorescence polarization, mouse | (Lyso)-N-acylphosphatidylethanolamine lipase (Mus musculus), Q8VD66 | purified mABHD4, FP-Rh probe fluorescence polarization | inhibition, % at 8.92 µM | hit rate 0.54% among 370,000;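 active = inhibition exceeding the mean over every tested compound plus 3 SD, cut at about 30% in these data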;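 also: 0% = plate median of compound wells and 100% = S159A mutant with DMSO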
#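 Test system: mABHD4 protein; Read-out basis: % inhibition; Incubation: 45 min + 60 min at 25 °C; Repeats: single replicate; Technique: fluorescence polarization with parallel and perpendicular emission, 525/598 nm; Compound: 8.92 µM, single dose; Benchmarks: full inhibition S159A mutant plus DMSO, zero as sample-well median.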
# PRMT1 inh: PRMT1 methyltransferase inhibitors, primary screen, biochemical, fluorescence polarization; inhibition, % at 2.79 µM; hit rate 1.3% among 370,000; Protein arginine N-methyltransferase 1 (Homo sapiens), Q99873; recombinant PRMT1, activity-based probe fluorescence polarization; AID 652257, 2013;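 active = inhibition above about 21% made by adding two undisclosed values, limit read from the data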
# * hit, by the source's call; . = no result given.
# Results follow in this order: SIAE inh	UHRF1 MBD2 ctr	PG9 Ab binder	Tn7 DDE FP	HTRA1 inhibitor	TCR-CD3 inh	LEDGF integ inh	TDP2 absorb	mABHD4 FP	PRMT1 inh
> O=C(CSC1CS(=O)(=O)c2cc([N+](=O)[O-])ccc21)NNC(=O)c1ccc(Cl)cc1 (centres undefined)
    5.5	0.8	-0.4	-1.8	2.2	-0.6	-3.0	5.2	8.4	22.7*
> O=C(COC(=O)Cc1ccc(F)cc1)NC1CCCCCC1
    -4.3	2.1	0.0	-12.4	-1.4	10.4	3.3	-2.5	-5.2	-1.4
> Cc1ccc(-c2noc(C3CCCN(C(=O)c4ccccc4)C3)n2)o1 (centres undefined)
    1.2	9.1	-0.9	-9.0	1.9	3.5	1.2	0.2	9.0	1.2
> CCN(CC)CCn1c2c(c(SCC(=O)Nc3cccc4ccccc34)nc1=O)CCC2
    4.5	0.7	-0.2	0.8	5.6	5.9	-3.2	-1.8	-4.6	3.3
> COC(=O)c1ccc(COC(=O)c2cc3ccccc3oc2=O)cc1
    0.1	-0.6	-0.7	4.3	-0.2	1.3	-3.7	-9.2	-8.3	2.2
> O=C(CCCN1C(=O)C2C3C=CC(C3)C2C1=O)N1CCN(c2ccccc2)CC1 (centres undefined)
    -0.7	0.8	-2.2	-1.7	3.6	-6.2	0.2	-6.2	-0.2	0.2
> Cc1ccccc1S(=O)(=O)NC(=O)C1(C)CCN1C(=O)CC1CCCCC1 (centres undefined)
    -2.6	0.5	0.2	-6.0	.	-1.3	5.3	-9.0	1.7	-0.6
> Cc1cccc(OCCC(=O)Nc2ccccc2C(N)=O)c1
    -5.3	2.5	-0.6	1.1	6.3	1.6	-2.1	8.6	-1.4	-1.1
> COc1ccc(CNC(=O)CCCC(=O)n2nc(C)c3ccccc32)cc1
    2.2	-2.1	-0.2	0.1	-5.4	1.8	0.5	17.3	-2.2	1.3
> CCOCCCN(C)C1CCN(C(=O)c2oc3ccccc3c2NC(=O)COc2cccc(C)c2)CC1
    -5.3	-0.1	-0.5	2.5	-1.6	2.6	-1.7	-8.1	-2.5	0.7
> CCOC(=O)c1ccc(NC(=O)CSc2nc3cccnc3n2C)cc1
    -1.7	3.6	-1.1	-4.9	-11.7	-5.7	3.3	-12.6	-6.3	0.8
> CN(Cc1cccc(F)c1)C(=O)CSc1nnc(C2CC2)n1C1CC1
    -6.3	-1.3	0.0	0.7	-1.7	0.6	-4.0	2.2	5.8	-1.1
> Cc1cccc(CCNC(=O)C2CCN(S(=O)(=O)c3ccccc3)CC2)c1
    -7.6	2.4	0.2	9.4	-3.6	-9.9	-6.8	-2.2	-0.9	0.3
> COc1ccc(NC2CCCN(C(=O)c3cc4ncccn4n3)C2)cc1 (centres undefined)
    6.3	-0.4	-3.4	-2.3	5.0	-1.7	-6.4	2.5	-1.3	4.0
> COc1ccc([N+](=O)[O-])cc1C(=O)Nc1ccc(Cc2ccncc2)cc1
    -5.6	0.9	2.0	3.3	-1.3	-8.3	-1.6	2.4	3.5	4.5
> OCCOCCNc1ncnc2sc(-c3ccccc3)cc12
    -12.3	-6.8	1.9	2.7	-10.6	-0.5	-1.8	5.3	-2.1	0.1
> N#Cc1ccccc1OCC(=O)NC(N)=O
    2.7	-1.2	-1.3	-9.9	0.5	0.6	2.3	-6.2	-4.1	-3.0
> COc1cccc2c(N/N=C/c3ccc(O)c(O)c3)cc(C)nc12
    -3.5	-0.3	-6.0	0.7	47.1*	5.0	-3.0	-18.2	14.6	3.2
> O=C(NCc1ccco1)c1cnn2c(C(F)F)cc(-c3ccccc3)nc12
    -0.3	-0.9	1.4	0.7	0.2	3.7	-0.2	5.6	-0.7	0.5
> O=C(Nc1ccc(F)cc1)c1ccc2snnc2c1
    10.9	2.3	-0.8	2.7	-8.2	-1.4	-6.8	-12.4	-3.3	-2.2
> Cc1ccc(-c2c(C)sc(NC(=O)C3C4CCC(O4)C3C(=O)O)c2C(=O)OC(C)C)cc1 (centres undefined)
    1.4	0.5	0.4	-6.0	-0.9	1.5	0.9	9.0	22.6	4.4
> CC(CC(=O)Nc1ccc2c(c1)c(=O)n(C)n2Cc1cccc(C(F)(F)F)c1)C(F)(F)F (centres undefined)
    -5.6	2.4	-0.7	-5.8	.	-4.1	-0.1	-11.2	-6.0	-3.0
> COc1cccc(NC(=O)Nc2cc(Cl)ccc2C)c1
    -10.3	1.9	-2.0	-0.8	-25.2	2.3	2.3	-0.5	-13.2	-1.6
> CC(C)(Cc1ccc(O)cc1)NC(=O)c1ccccc1
    1.3	-0.6	-1.6	-3.1	0.7	2.0	0.9	11.0	-4.4	-0.1
> O=C1CC(N2CCC(c3nc4ccccc4s3)CC2)C(=O)N1 (centres undefined)
    5.7	0.9	0.6	0.2	-2.8	-8.9	2.2	13.0	6.5	9.3
> COc1ccc(NC(=S)N2CCN(c3ccccn3)CC2)cc1
    -3.0	1.6	0.7	1.6	-4.1	0.1	-0.2	-4.2	0.9	0.7
> CC1CCCC(C)N1C(=O)c1cc2ncc(CCCl)cn2n1 (centres undefined)
    1.2	50.8*	4.0	3.9	0.9	-6.4	-3.7	6.6	3.9	0.4
> O=C(CCc1c[nH]c2ccccc12)Nc1ccc(Nc2cccnc2)c(Br)c1
    16.7	1.4	-1.5	-4.4	.	-6.0	-4.4	-2.6	14.1	4.1
> CC(=O)Nc1cnc(-c2ccc3c(c2)OCO3)cn1
    -2.9	-0.5	0.6	2.3	.	-0.9	5.2	-10.4	-6.4	4.3
> S=C(c1ccc[nH]1)N1CCOCC1
    1.4	-1.0	1.0	-4.9	1.0	-1.5	-1.8	-9.4	-2.6	-0.8
> CCOCCCN(C)C1CCN(C(=O)c2oc3ccccc3c2NC(=O)Cc2cccc([N+](=O)[O-])c2)CC1
    -2.3	1.6	-0.6	-1.7	0.4	14.8	0.7	-4.1	-1.2	2.1
> CCOC(=O)CN1C(c2ccccc2O)Nc2ccc(Br)cc2C1c1ccccc1 (centres undefined)
    1.1	2.3	-1.9	-14.2	-6.7	-5.8	-1.4	-8.7	2.5	-1.4
> N#Cc1ccccc1NC(=O)COC(=O)CN1C(=O)C2CCCCC2C1=O (centres undefined)
    1.2	16.2	-2.2	2.2	-2.5	-4.8	5.2	-5.0	4.8	-1.8
> CCOC(=O)c1c(C)[nH]c(C)c1S(=O)(=O)N(C)CC(=O)Nc1cccc(F)c1
    -4.3	10.5	-0.5	0.4	3.7	7.0	0.3	-7.5	-2.5	-3.1
> O=[N+]([O-])c1ccccc1S(=O)(=O)NC1CCCCCCC1
    -2.5	0.5	-0.9	1.8	2.6	-2.6	-5.3	7.2	-3.0	0.0
> O=c1cc(-c2ccccc2)[nH]c2cc(F)ccc12
    8.1	0.7	-1.3	2.0	5.6	5.1	0.9	3.8	8.5	0.6
> CCNC(=S)NNC(=O)c1ccc(=O)n(Cc2ccccc2)c1
    10.4	-2.1	-2.6	-1.1	-0.1	5.1	4.7	10.4	-7.1	-0.3
> COc1ccc(N2CCN(C(=O)CNS(=O)(=O)c3ccc(C)cc3)CC2)cc1
    -0.3	1.1	-1.8	0.0	3.0	7.7	1.2	-1.3	-4.9	-3.3
> COCCNC(=S)N1CCN(C(=O)C(=O)Nc2ccc(C(=O)OC)cc2)CC1
    1.5	0.1	-0.7	-101.8	-2.0	0.0	-3.1	8.9	-3.7	2.5
> O=C1C=C(c2ccc(C(=O)O)cc2)C[C@@H](c2ccc3c(c2)OCO3)C1
    -1.5	17.0	1.1	-1.9	2.9	0.8	3.0	3.5	-16.4	6.7
> NC(=O)C1(N2CCCCC2)CCN(C(=O)c2cccs2)CC1
    1.4	0.8	-1.1	5.1	-4.2	-4.4	2.5	7.2	4.9	-1.3
> CC(C)CN1CCC(=O)N([C@H](CN=[N+]=[N-])Cc2ccccc2)CC1
    -3.1	12.1	-2.3	-0.7	1.4	2.2	2.9	0.3	-1.3	-0.9
> O=C(c1ccc(S(=O)(=O)Nc2ccccc2F)cc1)N1CCN(c2ccccn2)CC1
    6.1	1.3	0.8	0.2	8.1	0.6	-0.8	1.3	2.7	-0.1
> Cc1ccc2c3c([nH]c2c1C)-c1nonc1CC3
    2.7	7.2	1.8	-0.8	-0.8	-6.4	3.3	-2.6	8.2	1.3
> COc1ccccc1OCC(=O)Nc1c2c(nn1-c1ccccc1)CS(=O)(=O)C2
    0.4	0.4	0.9	-8.2	0.8	1.2	5.7	-4.3	10.9	-0.9
> COCCn1c(SCC(=O)Nc2ccc(N3CCOCC3)cc2)nc2ccccc21
    3.0	-3.5	-3.3	1.8	3.5	1.4	2.9	9.7	-0.1	-3.6
> COc1ccc([C@H]2CC(=O)C=C(c3ccc4c(c3)sc3ccccc34)C2)cc1
    3.3	-0.7	0.1	-1.3	-9.9	-1.4	-1.0	3.4	-1.2	1.5
> O=C1N(Cc2cccnc2)C[C@@H]2C[C@@H](c3ccc4nsnc4c3)N3CCC[C@@]123
    4.9	2.5	-1.7	3.7	-1.3	-2.4	-3.7	1.9	-1.9	1.6
> C=CCOc1cccc(/C=N/NC(=O)C(=O)NCc2ccco2)c1
    3.5	1.3	0.0	-2.6	-1.6	-7.7	-0.7	-5.4	-6.2	0.2
> Cc1csc(NC(=O)CNC(=O)OCc2ccccc2)n1
    -1.3	1.7	0.4	-10.4	1.9	6.2	3.7	-0.5	-0.1	0.7
> COc1cccc(Oc2cn[nH]c2-c2ccc(O)cc2O)c1
    2.3	-1.1	-0.2	5.3	6.2	-5.4	-2.2	4.1	-5.8	-1.1
> Cc1ccc(C(O)(CNCc2ccccc2)c2ccccc2)cc1 (centres undefined)
    0.1	-1.3	-2.5	1.1	-4.0	8.7	-0.3	14.7	1.2	2.0
> O=C1CC[C@@H]2C[C@@]3(C[C@@H]4CCN1[C@H]24)Nc1cc([N+](=O)[O-])ccc1NC3=NCc1ccccc1
    8.3	-1.9	-2.2	1.8	4.0	-1.3	0.2	1.0	22.8	1.3
